Bioassay records as filed in PubChem BioAssay.
bovine MsrA act: activates bovine MsrA enzyme | purified bovine MsrA, absorbance read-out | activation, % at 10.6 µM | hit rate 0.3% among 360,000; in the data active = activation above about 7.5%;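 note: 0% = vehicle and 100% = reference activator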
MsrA inh: inhibitors of bovine MsrA; purified bovine MsrA, absorbance read-out; AID 651718; hit rate 0.75% among 360,000; inhibition, % at 15.5 µM; in the data active = inhibition above about 4.5%;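 note: 0% = vehicle wells with enzyme and 100% = reference inhibitor wells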
FAS TE block: blocks the thioesterase domain of human fatty acid synthase. P49327. recombinant FAS-TE, OMFH fluorogenic substrate, fluorescence endpoint. inhibition, % at 15 µM. hit rate 0.67% among 360,000;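 active = compounds whose normalised, plate-corrected inhibition of enzyme fluorescence in the single-dose primary screen is 50% or more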;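 note: 0% = DMSO with enzyme and 100% = substrate without enzyme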
eLon inh: inhibitors of E. coli Lon protease | AID 602123 | hit rate 0.42% among 360,000 | purified E. coli Lon protease, fluorescence polarization | inhibition, % at 7.94 µM; in the data active = inhibition above about 13%, passing the limit was not always enough;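 note: 0% = enzyme with probe and DMSO and 100% = no enzyme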
MT1-MMP act inh: blocks activation of human MT1-MMP; P50281; HT1080 RFP-PRO-GFP cells, GFP/RFP ratio fluorescence, overnight; percent of plate control window, DMSO zero; GFP/RFP ratio change, % at 20 µM; hit rate 0.061% among 360,000; AID 651647;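 active = GFP/RFP ratio change of at least 30% with cell ATP level not reduced by more than half and red fluorescence within 50% of control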; note: strong numbers were not always called active
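Test system: HT1080 RFP-PRO-GFP cells; Benchmarks: DMSO and RFP-L50D-GFP cell wells; Timing: cells overnight before dosing, compound overnight, 37 °C, 5% CO2; Compound: one 20 µM compound dose with 1% DMSO; Read-out: GFP/RFP fluorescence ratio.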
MLLE-PAM2 inh: blocks PAM2 peptide binding to the PABP1 MLLE domain. P11940. GST-MLLE / FITC-PAM2 fluorescence polarization. inhibition, % at 20 µM. hit rate 0.36% among 360,000. AID 588489; in the data active = inhibition above about 35%, passing the limit was not always enough;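 note: plate controls were DMSO wells with GST-MLLE for no effect and wells lacking GST-MLLE protein for full effect; some results filed as inactive read as strong as hits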
Target sequence (P11940 whole entry, looked up, the tested form may be a part): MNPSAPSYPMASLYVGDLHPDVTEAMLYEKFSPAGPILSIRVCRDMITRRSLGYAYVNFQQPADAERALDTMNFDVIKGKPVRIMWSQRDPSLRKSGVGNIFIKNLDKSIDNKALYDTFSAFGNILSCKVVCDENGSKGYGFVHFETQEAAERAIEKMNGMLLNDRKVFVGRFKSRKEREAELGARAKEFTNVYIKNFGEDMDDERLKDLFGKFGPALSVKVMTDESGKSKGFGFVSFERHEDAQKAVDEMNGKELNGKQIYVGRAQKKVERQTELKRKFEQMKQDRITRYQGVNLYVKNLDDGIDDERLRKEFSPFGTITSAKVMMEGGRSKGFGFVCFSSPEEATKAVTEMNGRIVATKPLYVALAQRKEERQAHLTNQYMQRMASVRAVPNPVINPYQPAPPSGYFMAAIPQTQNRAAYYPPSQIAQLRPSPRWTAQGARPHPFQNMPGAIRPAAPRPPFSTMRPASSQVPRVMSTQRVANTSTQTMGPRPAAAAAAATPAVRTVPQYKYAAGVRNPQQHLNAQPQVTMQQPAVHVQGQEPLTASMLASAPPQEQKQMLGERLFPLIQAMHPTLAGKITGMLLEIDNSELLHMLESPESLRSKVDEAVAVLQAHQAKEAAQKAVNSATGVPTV
CendR NRP1 mod: modulators of CendR peptide binding to human neuropilin-1. O14786. FAM-RPARPAR peptide binding to NRP-1, fluorescence polarization. inhibition, % at 25 µM. hit rate 0.85% among 360,000. AID 602438;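 active = inhibition or corrected inhibition above about 18%, plus a signal ratio from 0.5 to 1.5, limit read from the data, passing the limit was not always enough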; note: strong numbers were not always called active
SKN-1 inh: C. elegans SKN-1 inhibition. hit rate 0.49% among 360,000. inhibition, % at 21.8 µM. C. elegans VP596 Pgst-4::GFP/RFP ratio, acrylamide-induced, 24 h;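 active = interference check ratio from 0.5 to 1.5 plus GFP to RFP signal ratio inhibition reaching or exceeding a fixed threshold, cut at about 30% in these data, passing the limit was not always enough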; note: some compounds called inactive have numbers as strong as hits
Tb MetRS inh: Trypanosoma brucei MetRS inhibition. purified T. brucei MetRS, ATP depletion, Kinase-Glo luminescence. inhibition, % at 11.9 µM. hit rate 0.4% among 360,000. AID 624268;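 active = inhibition above a per-plate cutoff of the control wells' mean inhibition plus 3 SD, cut at about 5.5% in these data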;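 note: 0% = DMSO wells median and 100% = median of wells with control inhibitor compound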
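Dosing: 11.9 µM single point; system: parasite MetRS enzyme; technique: luminescence of leftover ATP; times: 15 min enzyme-compound preincubation, 2 h reaction, 10 min detection, 25 °C; replicates: each compound tested once; read-out basis: percent inhibition relative to median high and low control wells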
An asterisk follows results filed as active; . = no result given. An unsorted share of the library. About 4% of those tested had a hit in this group.

Preview (2 entries):
Order of values: bovine MsrA act, MsrA inh, FAS TE block, eLon inh, MT1-MMP act inh, MLLE-PAM2 inh, CendR NRP1 mod, SKN-1 inh, Tb MetRS inh
Cc1ccc2c(CC(=O)NC3CCS(=O)(=O)C3)coc2c1C (centres undefined)
    -4, -1.2, -6, 15, -2, -22, 5, 25, 0.3
CCN(CC)S(=O)(=O)c1ccc(C(=O)NCC2(N3CCOCC3)CCCCC2)cc1
    0, -0.7, 0, -2, 3, 0, 12, -3, -0.4

The whole of this part (from the top)
Order of values: bovine MsrA act, MsrA inh, FAS TE block, eLon inh, MT1-MMP act inh, MLLE-PAM2 inh, CendR NRP1 mod, SKN-1 inh, Tb MetRS inh
Cc1ccc2c(CC(=O)NC3CCS(=O)(=O)C3)coc2c1C (centres undefined)
    -4, -1.2, -6, 15, -2, -22, 5, 25, 0.3
CCN(CC)S(=O)(=O)c1ccc(C(=O)NCC2(N3CCOCC3)CCCCC2)cc1
    0, -0.7, 0, -2, 3, 0, 12, -3, -0.4
COc1cccc(OC)c1C(=O)NCCc1ccccc1
    -7, -0.1, -4, 8, 2, -5, 9, -18, -1.2
COc1cccc(/C=N/NC(=O)C(=O)N/N=C/c2cccc(OC)c2O)c1O
    -2, -0.9, 5, 6, 12, 0, -6, 4, 0.5
CCN(CC)CCNC(=O)Cc1nn(CC)c(=O)c2ccccc12
    -3, -0.6, -3, -10, 13, 2, -12, 12, -1.1
COC(=O)C[C@@H]1C[C@@H]2c3cc(NC(=O)Cc4ccncc4)ccc3O[C@@H]2[C@@H](CO)O1
    -6, 1.3, -10, -12, 4, -2, 11, 4, -0.1
O=C(CSc1nnc(-c2cccnc2)n1Cc1ccco1)c1ccc(Br)cc1
    -5, 2.2, 6, -3, -2, -5, -3, -5, -0.1
O=C(Cc1coc2cc3c(cc12)CCC3)OCC(=O)N1CCCC1=O
    0, 0.3, 11, 11, 0, 0, 5, -10, -0.5
O=C(Nc1nc2ccc(F)cc2s1)C1CC(=O)N(c2ccc3c(c2)OCCO3)C1 (centres undefined)
    -1, -1.1, 3, -9, -12, -7, -22, 23, -0.2
COc1ccc(-n2nc(C(=O)N3CCN(c4ccc(F)cc4)CC3)c3ccccc3c2=O)c(OC)c1
    -2, 1.5, 14, -5, -2, 4, -4, -11, -1.1
CC(C)C(OC(=O)c1cccs1)C(=O)NCc1cccs1 (centres undefined)
    -12, 0.0, -10, -10, -8, 13, -6, -21, -0.5
CCN(CC)S(=O)(=O)c1cccc(NC2=NCC(C)S2)c1 (centres undefined)
    0, 1.5, -2, 1, 3, 5, 4, -2, -0.4
Cc1cc2cc(CNC(=O)C3CC3)ccc2n1C
    -7, 1.4, -1, -1, 24, 33, -4, 40*, -0.6
COCCNC(=S)N/N=C(\C)c1ccccc1F
    -3, -0.3, -5, 6, 5, 24, -19, 24, -0.1
Cc1ccc2oc(=O)n(CC(=O)OC(C)C)c2c1
    -10, -0.5, -8, -6, -7, -1, 4, -24, -1.7
CCCCCCCCCc1conc1C(=O)/C=C/c1ccco1
    ., 0.5, ., ., 1, ., -8, -8, 0.2
O=C(Nc1nc2ccccc2s1)c1ccc(N2CCCCC2)c([N+](=O)[O-])c1
    -1, 4.7*, 54*, 0, -12, 7, 1, 3, -0.4
O=C(NCc1ccccc1)NC1(C(=O)N2CCN(c3ccccc3)CC2)CCCCC1
    -5, -0.2, 0, -1, -2, 22, 8, -5, -0.4
O=C(NCc1cccc(C(F)(F)F)c1)c1ccc2c(c1)OCO2
    -10, 0.7, 7, 1, 1, 12, 10, -4, 0.7
CCc1cccc(NS(=O)(=O)c2ccc3c(c2)CCC(=O)N3)c1
    -2, 1.4, -2, 7, 2, 0, 2, 15, 0.5
CCCCn1c(=O)c2c(O)cc(=O)oc2c2ccccc21
    -11, 1.4, -1, -4, -7, -35, -28, -20, -1.3
C=CCNc1ncnc2c1ncn2[C@H]1CN(Cc2cccc3ccccc23)C[C@@H](CO)O1
    0, -0.5, 0, 5, 0, 7, -8, 11, -0.2
N/C(=N\OS(=O)(=O)c1cc(Cl)ccc1Cl)c1ccncc1
    -3, 1.0, -8, 5, -1, 9, 4, -2, -0.4
O=c1/c(=C\c2cc([N+](=O)[O-])cc([N+](=O)[O-])c2O)sc2nc3ccccc3n12
    -4, ., 16, 0, -14, -88, 9, 11, 0.3
O=C(COC(=O)/C=C/C(=O)N1CCN(c2ccccc2)CC1)NC(c1ccccc1)c1ccccc1
    -4, -1.6, 8, 2, 1, 2, 5, -11, -0.3
Clc1cc(Cl)c2nc(N3CCOCC3)sc2c1
    -1, 0.0, 8, -2, -3, 2, 3, 8, 0.6
Cc1cc(C)cc(C(=O)NCC(=O)N2CCN(C(c3ccccc3)c3ccccc3)CC2)c1
    1, -0.7, 18, -1, -2, -9, -6, 0, 0.4
CC(C)C(=O)N1CCC(CN=CC2=C(O)CC(C)(C)CC2=O)CC1
    -1, 0.7, -5, 0, 5, 11, -17, 1, -0.3
COc1cccc(/C=C/C(=O)OCC(=O)Nc2cccc(S(=O)(=O)N3CCOCC3)c2)c1OC
    -2, -1.2, 1, -2, -1, -10, 7, 0, -0.8
Cn1c(SCC(=O)NCC2CCCO2)nc2scc(-c3ccccc3)c2c1=O (centres undefined)
    -1, -0.9, -5, -16, -2, -12, 10, 15, -0.3
CC(Oc1ccc(Cl)cc1Cl)/C(N)=N/O (centres undefined)
    -1, -1.1, -2, -6, 1, 3, 1, -10, 1.1
CC(C)c1cc2c(c(O)c1O)[C@@]13CCCC(C)(C)C1CC2OC3=O (some centres undefined)
    -6, 0.0, 5, 4, -2, 27, -1, -1, -0.1
COc1ccccc1CN(C(=O)CNC(=O)c1ccco1)C(C(=O)NCC1CCCO1)c1ccc(OC)c(OC)c1 (centres undefined)
    0, 0.3, -5, 2, 2, -6, 2, 6, -0.8
O=C(COC(=O)c1ccccn1)c1cccc(Br)c1
    -7, -0.6, -1, 9, 1, 7, 3, 7, -0.3
CC1(C(=O)NS(=O)(=O)c2ccc(F)cc2F)CCN1C(=O)Cc1ccc(Cl)cc1Cl (centres undefined)
    -5, -0.6, -5, -5, -2, -4, 3, -6, -0.3
O=C(Nc1cc(-c2ccccc2)[nH]n1)c1ccccc1F
    -1, 0.0, -2, -3, 0, 1, -2, 18, 0.1
Cc1cc(NC(=O)COC(=O)CCS(=O)(=O)c2ccc(Cl)cc2)no1
    -2, -0.6, -4, 11, 1, -6, -3, 5, 0.0
COc1cc(C(=O)N2CCCc3ccccc32)cc(OC)c1OC
    -10, -0.8, -8, -2, -3, -15, -6, -22, -0.7
CC(C(=O)NCc1cccnc1)N1C(=O)c2ccccc2C1=O (centres undefined)
    -3, -1.5, -8, -9, -4, -1, 3, 5, -0.8
O=C(CSc1ccccn1)Nc1cccc([N+](=O)[O-])c1
    -13, -0.6, 13, 7, -6, 35, 14, -10, -0.9

A draw from above in order of formula weight, low to high:
Order of values: bovine MsrA act, MsrA inh, FAS TE block, eLon inh, MT1-MMP act inh, MLLE-PAM2 inh, CendR NRP1 mod, SKN-1 inh, Tb MetRS inh
Cc1ccc2oc(=O)n(CC(=O)OC(C)C)c2c1
    -10, -0.5, -8, -6, -7, -1, 4, -24, -1.7
O=C(CSc1ccccn1)Nc1cccc([N+](=O)[O-])c1
    -13, -0.6, 13, 7, -6, 35, 14, -10, -0.9
Cc1ccc2c(CC(=O)NC3CCS(=O)(=O)C3)coc2c1C (centres undefined)
    -4, -1.2, -6, 15, -2, -22, 5, 25, 0.3
CC(C)C(OC(=O)c1cccs1)C(=O)NCc1cccs1 (centres undefined)
    -12, 0.0, -10, -10, -8, 13, -6, -21, -0.5
CCN(CC)CCNC(=O)Cc1nn(CC)c(=O)c2ccccc12
    -3, -0.6, -3, -10, 13, 2, -12, 12, -1.1
O=c1/c(=C\c2cc([N+](=O)[O-])cc([N+](=O)[O-])c2O)sc2nc3ccccc3n12
    -4, ., 16, 0, -14, -88, 9, 11, 0.3
COC(=O)C[C@@H]1C[C@@H]2c3cc(NC(=O)Cc4ccncc4)ccc3O[C@@H]2[C@@H](CO)O1
    -6, 1.3, -10, -12, 4, -2, 11, 4, -0.1
Cc1cc(C)cc(C(=O)NCC(=O)N2CCN(C(c3ccccc3)c3ccccc3)CC2)c1
    1, -0.7, 18, -1, -2, -9, -6, 0, 0.4
CC1(C(=O)NS(=O)(=O)c2ccc(F)cc2F)CCN1C(=O)Cc1ccc(Cl)cc1Cl (centres undefined)
    -5, -0.6, -5, -5, -2, -4, 3, -6, -0.3

Continuation:
Order of values: bovine MsrA act, MsrA inh, FAS TE block, eLon inh, MT1-MMP act inh, MLLE-PAM2 inh, CendR NRP1 mod, SKN-1 inh, Tb MetRS inh
COCCN1Cc2cccc(C(=O)Nc3ccc(C)cc3)c2C1=O
    -3, 1.2, 8, -12, 5, -1, 0, 7, -0.8
CC(NS(=O)(=O)c1cccc(S(=O)(=O)c2ccccc2)c1)C(=O)O (centres undefined)
    -13, -0.5, -8, 0, 7, 11, -9, -12, -1.8
CC(=NCc1ccco1)c1c(C)[nH]n(-c2nc3ccccc3s2)c1=O
    -2, 2.6, -7, -3, 12, -13, -12, 1, -4.5
Cc1c(Cl)c([N+](=O)[O-])nn1CCCC(=O)N1CCN(c2ccccc2)CC1
    3, -0.4, 46, 4, 10, 11, -1, 6, -0.1
O=C(Nc1ccccc1)[C@@H]1CCCN1S(=O)(=O)c1ccc(Cl)cc1
    -3, 2.5, 6, -8, -1, -4, 3, 0, -0.1
CCOc1ccc(NC(=S)N(Cc2ccc(N(C)C)cc2)Cc2ccco2)cc1
    -9, ., 16, 1, 10, -72, 10, -13, -1.6
COc1cccc(/C=C2/CCC(CN(C)C)C2=O)c1 (centres undefined)
    -7, 1.0, -4, -8, -1, 28, 4, 0, -0.3
CC1(C)CC2CC(C)(CN2C(=O)CCCN2C(=O)c3ccccc3C2=O)C1 (centres undefined)
    1, -0.3, 6, -5, 2, -6, 8, 0, 0.1
c1csc(-c2nnc(COc3ccc4c(c3)OCO4)o2)c1
    -4, -0.3, 1, 4, 3, -6, -4, 4, 0.6
CC(=O)N(NC(N)=O)C(C)CC(=O)C1C(C)C=CCC1(C)C (centres undefined)
    -3, -2.0, -7, 10, 0, -8, 3, 10, 0.4
Cc1cccc(C)c1NC(=O)CNC(=O)c1ccc2c(c1)OCCO2
    -10, -0.6, -8, 2, -1, -7, 9, -15, -0.5
O=C1CN(C(=O)COC(=O)/C=C/c2ccc(S(=O)(=O)N3CCOCC3)cc2)c2ccccc2N1
    -5, 3.8, -1, -3, -2, -11, 6, -1, 0.2
